Compound activity as filed in PubChem BioAssay.
ABHD4 inh – inhibitors of mouse ABHD4. AID 720543. Q8VD66. 370,000 compounds, 0.54% hits. purified mABHD4, FP-Rh probe fluorescence polarization. inhibition, % at 8.92 µM;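 active means inhibition exceeding the mean over every tested compound plus 3 SD, cut at about 30% in these data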;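 further: 0% = plate median of compound wells and 100% = S159A mutant with DMSO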
Target sequence (Q8VD66 whole entry, looked up): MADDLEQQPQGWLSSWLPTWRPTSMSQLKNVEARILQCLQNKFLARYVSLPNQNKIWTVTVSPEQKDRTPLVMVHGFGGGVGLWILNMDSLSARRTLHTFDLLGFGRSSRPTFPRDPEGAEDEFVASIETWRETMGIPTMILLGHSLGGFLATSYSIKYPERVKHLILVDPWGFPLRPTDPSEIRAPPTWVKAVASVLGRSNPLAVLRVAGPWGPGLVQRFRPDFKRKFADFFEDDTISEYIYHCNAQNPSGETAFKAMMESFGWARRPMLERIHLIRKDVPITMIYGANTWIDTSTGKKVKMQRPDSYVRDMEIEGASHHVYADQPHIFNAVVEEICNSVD
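Test system: mABHD4 protein | Buffer or medium: HEPES pH 7.0 buffer, 150 mM NaCl, 0.01% Pluronic F-127 | Probe or stimulus: FP-Rh fluorescent activity-based probe, added after compound pre-incubation | Timing: Pre-incubation 45 min, probe exposure 60 min, at 25 °C | Technique: Fluorescence polarization, excitation 525 nm, emission 598 nm, BODIPY TMR filters | Repeats: Single well per compound (singlicate)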
rCAG binder – molecules binding r(CAG) RNA repeats | r(CAG) RNA repeat, TO-PRO-1 dye displacement fluorescence | inhibition, % at 3 µM | 370,000 compounds, 1.3% hits;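 active means inhibition above the plate cutoff, the mean of all test compounds on that plate plus 3 SD, cut at about 35% in these data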;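 further: 0% = DMSO alone and 100% = 100 µM mitoxantrone as full dye displacement; higher means more dye released from RNA so lower well fluorescence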
MBD2 DNA inh – inhibitors of human MBD2 binding to methylated oligonucleotide | AID 686964 | TR-FRET | inhibition, % at 4.4 µM | Q9UBB5 | 370,000 compounds, 0.31% hits; in the data active means inhibition above about 13%
PRMT1 inh – blocks human protein arginine methyltransferase 1; Q99873; recombinant PRMT1, activity-based probe fluorescence polarization; inhibition, % at 2.79 µM; 370,000 compounds, 1.3% hits; AID 652257;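 active means inhibition above about 21% made by adding two undisclosed values, limit read from the data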
GC-B act – GC-B (human) receptor activation | P20594 | activation, % at 10 µM | 370,000 compounds, 0.11% hits | HEK293-GC-B cells, CNP EC30, cGMP TR-FRET; 0% at EC30 CNP, 100% saturating CNP;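 active means activation at 10 µM reaching about 35% in either raw or pattern-adjusted values, limit read from the data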
LEDGF integ inh – blocks HIV-1 LEDGF/p75-dependent DNA integration; TR-FRET IN-LEDGF/p75 DNA integration, Eu/Cy5; inhibition, % at 3.7 µM; 370,000 compounds, 0.64% hits; AID 743269;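 active means inhibition above the screen-wide mean plus 3 SD, cut at about 13% in these data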;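 further: signal is the Cy5 over europium emission ratio at 671 and 618 nm; 0% = plate median of compound wells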
TCR CD3 inh – human TCR-CD3 binding inhibition | AID 651800 | 360,000 compounds, 0.37% hits | inhibition, % at 9.4 µM | TAMRA-labeled TCR probe fluorescence, biochemical; in the data active means inhibition above about 19%;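 further: recombinant mutant TCR 2C K166C tagged with TAMRA read by polarization; 0% = receptor in buffer alone and 100% = receptor with positive control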
SIAE primary – blocks human sialic acid acetylesterase; SIAE FP-Rh probe binding, fluorescence polarization; 370,000 compounds, 0.69% hits; inhibition, % at 9.66 µM;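 active means inhibition above a cutoff: mean of compounds within the control limits plus 3 SD of those, cut at about 17% in these data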;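 further: 0% = plate median of compound wells and 100% = probe without SIAE protein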
TDP2 inh – TDP2 (human) inhibition, absorbance primary screen; O95551; recombinant TDP2, T5PNP hydrolysis, p-nitrophenol absorbance 415 nm; inhibition, % at 12.8 µM; 370,000 compounds, 0.34% hits;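 active means inhibition above the mean of all tested compounds plus 3 SD, set per campaign, cut at about 25% in these data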;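 further: 0% = DMSO with enzyme and 100% = buffer with substrate but no TDP2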
Target sequence (O95551 whole entry, looked up): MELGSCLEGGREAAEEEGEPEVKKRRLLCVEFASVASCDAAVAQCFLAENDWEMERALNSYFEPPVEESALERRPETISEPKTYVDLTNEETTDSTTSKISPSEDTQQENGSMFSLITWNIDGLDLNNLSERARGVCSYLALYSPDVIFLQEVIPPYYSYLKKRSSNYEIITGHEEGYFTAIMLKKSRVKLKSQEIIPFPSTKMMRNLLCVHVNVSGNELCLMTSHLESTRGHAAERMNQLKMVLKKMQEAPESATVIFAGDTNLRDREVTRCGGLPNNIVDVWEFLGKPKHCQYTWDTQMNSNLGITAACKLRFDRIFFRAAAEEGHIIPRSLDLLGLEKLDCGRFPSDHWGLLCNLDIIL
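test system = human TDP2 enzyme | input = TDP2 enzyme at 120 nM final | medium = 50 mM Tris-HCl pH 7.5 with Mg2+, KCl, DTT, BSA | also added = T5PNP substrate, 5 mM | times = 2 h at 37 °C | technique = epi absorbance | benchmarks = high control without enzyme, low control DMSO plus TDP2 | replication = each compound tested once, singlicate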
HTRA1 inh – HTRA1 (human) protease inhibition; recombinant HTRA1, FP-rhodamine activity-based probe, fluorescence polarization; 340,000 compounds, 0.5% hits; inhibition, % at 5.96 µM; Q92743; in the data active means inhibition above about 36%;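 further: 0% = enzyme with DMSO and 100% = wells lacking enzyme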
The depositor's hits bear a star; / = not tested or not shown. These rows are one share of the data. The share of hits here may be higher or lower than overall.

no.	structure	ABHD4 inh	rCAG binder	MBD2 DNA inh	PRMT1 inh	GC-B act	LEDGF integ inh	TCR CD3 inh	SIAE primary	TDP2 inh	HTRA1 inh
1	CC1=C(C(=O)Nc2ccccn2)C(c2ccccc2)n2ncnc2N1 (stereo unspecified)	3	2	2	1	-1	-2	6	-4	-4	0
2	COc1cccc(/C=N/n2c(C)nc3ccccc32)c1OC	5	-2	3	-2	13	1	-1	0	14	-11
3	Cc1ccc(C(=O)CCC(=O)N2CCN(C/C=C/c3ccccc3)CC2)cc1	-1	0	1	2	4	-2	-3	12	-11	-10
4	O=C1C=C(c2ccc(C(=O)O)cc2)C[C@@H](c2ccc(Cl)cc2)C1	-15	11	-2	0	-1	1	5	1	2	-8
5	Cc1ccc(NC2SC(=O)N(Cc3cccc(C(=O)O)c3)C2=O)c(C)c1 (stereo unspecified)	-16	8	3	2	3	1	-8	2	5	4
6	CCOc1ccc(C(=O)N2CCN(c3cnn(-c4ccccc4)c(=O)c3Cl)CC2)cc1	2	2	-2	-2	-1	3	0	2	4	-3
7	O=C(Nc1cc(S(=O)(=O)Nc2ccccc2Cl)ccc1O)c1cc2c(s1)CCCC2	-5	48*	-1	-4	3	-1	6	-16	5	-4
8	CCN(CC)c1nc(-c2ccc(C(=O)NN)cc2)nc(-c2ccc(C(=O)NN)cc2)n1	-17	20	-3	-3	-4	8	-2	-33	-4	-8
9	O=C(CN1CCC(NC(=O)c2ccc(Br)cc2)CC1)NCc1cccs1	-5	-2	-5	-2	-1	2	9	6	5	1
10	CCc1noc(C)c1C(=O)OCC(=O)Nc1ccccc1SC	1	-3	-1	3	3	0	-1	10	9	1
11	Cc1cccc(OC(C)C(=O)Nc2cc(S(=O)(=O)N3CCCCC3)ccc2C)c1 (stereo unspecified)	3	-6	-1	1	3	1	-1	-8	-3	-13
12	CCCN1C(=O)/C(=C/c2cc(C)n(C)c2C)SC1=Nc1ccc(OCC)cc1	1	4	2	-7	-5	-1	1	4	-1	-5
13	O=C(O)CCC1(C(=O)O)OCCc2ccccc21 (stereo unspecified)	-1	-1	1	-2	3	2	-2	-2	-5	0
14	CC(=O)Cn1ncc(N2CCOCC2)c(Cl)c1=O	-1	-2	-2	2	6	3	-6	-2	5	-2
15	Cc1cccc(CN2CCSCC2)c1	14	0	1	5	-1	5	7	5	27*	0
16	COc1ccc(CCNC(=O)c2nn(C)c3c2CS(=O)(=O)c2ccccc2-3)c(OC)c1	-2	-2	3	-2	1	3	2	-2	8	-9
17	C#Cc1cccc(NC(=O)c2ccc(Cl)cc2Cl)c1	-18	6	4	3	0	-4	-3	-6	0	-25
18	Cc1ccc(C(=O)Nc2ccccc2C(=O)NCc2ccco2)cc1	-15	6	-9	-4	1	2	7	-2	7	-24
19	Cc1ccc(CCNC(=O)C2CCCN(c3ncnc4c3nc3n4CCCCC3)C2)cc1 (stereo unspecified)	4	-5	-6	-1	-7	2	4	-5	2	1
20	Cc1ccc2nc(-c3cccc(Cl)c3)c(Cc3ccccc3C(F)(F)F)n2c1	3	3	5	2	-3	1	-1	-4	4	/

With a hit mark in TDP2 inh (from the list above):
item	compound	ABHD4 inh	MBD2 DNA inh	PRMT1 inh	GC-B act	LEDGF integ inh	TCR CD3 inh	SIAE primary	TDP2 inh	HTRA1 inh
15	Cc1cccc(CN2CCSCC2)c1	14	1	5	-1	5	7	5	27*	0

The list continues.
no.	structure	ABHD4 inh	rCAG binder	MBD2 DNA inh	PRMT1 inh	GC-B act	LEDGF integ inh	TCR CD3 inh	SIAE primary	TDP2 inh	HTRA1 inh
21	CCOC(=O)Cc1csc(NC(=O)CCC(=O)O)n1	3	-1	3	-2	4	2	2	2	18	/
22	Cc1ccc(S(=O)(=O)N2CCOCC2)cc1C(=O)N1CCN(S(=O)(=O)c2cccc(F)c2)CC1	6	-1	-4	-5	4	1	-1	7	-12	5
23	CCOC(=O)c1c(NS(=O)(=O)c2cccc(OC)c2)sc2c1CCC2	15	60*	2	8	0	-1	1	4	16	-3
24	Cc1ncc([N+](=O)[O-])n1CCOC(=O)c1cc(Cl)cc(Cl)c1N	17	14	2	7	0	5	-2	5	-18	16
25	Cc1cc(C)n2c(NCc3ccccc3)c(CCc3ccccc3)nc2n1	-5	6	1	-5	-3	4	-10	7	0	/
26	Cc1cc(NCCCn2ccnc2)n2nc(-c3ccc(Cl)cc3)cc2n1	3	4	-2	-1	-2	0	1	-1	-3	-10
27	CCCCN(CCCC)C(=O)c1cn(CC)c2cc(N3CCN(C)CC3)c(F)cc2c1=O	-3	-7	1	-5	2	5	1	4	-4	3
28	C/C(=N\OCc1ccccc1C#N)c1cc2ccccc2o1	6	-1	1	-3	2	1	4	-1	-4	2
29	CCOc1cc(C(C(=O)NCC2CCCO2)N(C(=O)Cn2nnc3ccccc32)c2ccc(NC(C)=O)cc2)ccc1O (stereo unspecified)	-13	-1	6	5	6	-4	5	-2	-15	3
30	CCN(CC)Cc1ccccn1	0	4	-2	-5	4	1	11	2	-6	6
31	CCSc1nsc(NC(=O)Nc2ccccc2Cl)n1	-21	14	0	0	-6	2	9	-13	4	-31
32	COc1ccc(S(=O)(=O)N2CCC(NC(=O)Nc3ccc(C)cc3)CC2)cc1	-3	2	2	2	-3	1	-9	4	-7	-4
33	CCCCN(CC)Cc1ccc(CNC(=O)Nc2ccccc2)o1	4	-4	0	1	0	-2	5	5	8	5
34	CCN(CC)S(=O)(=O)c1ccc(C(=O)OCC(=O)N2CCOCC2)cc1	1	-4	0	0	3	-2	3	-5	11	-8
35	Cc1ccc(OCc2cc(C(=O)N3CCC(C(O)C(C)C)CC3)no2)cc1C (stereo unspecified)	-15	-1	-2	-8	-6	2	-11	1	-29	-8
36	C/C(CC(=O)Nc1ccc(N(C)C)cc1)=N\NC(=O)c1ccccc1Cl	7	4	-11	-5	-5	3	5	6	5	8
37	Nc1[nH]c(C(=O)c2ccccc2)c(-c2ccc(Cl)c(F)c2)c1C(=O)NCCc1c[nH]c2ccccc12	40*	6	0	2	2	-9	1	16	5	/
38	COc1ccc(S(=O)(=O)NCCCN2CCOCC2)cc1F	-7	-1	2	-2	0	5	-6	1	-7	0
39	CCc1ccc(-c2nc(CS(=O)CC(=O)NC3CCCCCC3)c(C)o2)cc1 (stereo unspecified)	-4	2	3	15	3	0	-4	2	-4	-8
40	O=C(NC1CCCc2ccccc21)C1CCN(S(=O)(=O)c2cccc3nonc23)CC1 (stereo unspecified)	-8	3	-2	-3	-2	0	-7	-6	-17	4

Along the list, as entered above:
Nos. 26–30 in MBD2 DNA inh, in turn: -2, 1, 1, 6, -2
Nos. 26–30 in PRMT1 inh, in turn: -1, -5, -3, 5, -5

Complete entries from above. Screens in order: ABHD4 inh | rCAG binder | MBD2 DNA inh | PRMT1 inh | GC-B act | LEDGF integ inh | TCR CD3 inh | SIAE primary | TDP2 inh | HTRA1 inh
`Cc1ccc(S(=O)(=O)N2CCOCC2)cc1C(=O)N1CCN(S(=O)(=O)c2cccc(F)c2)CC1` is entered as 6 | -1 | -4 | -5 | 4 | 1 | -1 | 7 | -12 | 5
`C/C(=N\OCc1ccccc1C#N)c1cc2ccccc2o1` is entered as 6 | -1 | 1 | -3 | 2 | 1 | 4 | -1 | -4 | 2
`Cc1cc(C)n2c(NCc3ccccc3)c(CCc3ccccc3)nc2n1` is entered as -5 | 6 | 1 | -5 | -3 | 4 | -10 | 7 | 0 | /
`COc1ccc(S(=O)(=O)N2CCC(NC(=O)Nc3ccc(C)cc3)CC2)cc1` is entered as -3 | 2 | 2 | 2 | -3 | 1 | -9 | 4 | -7 | -4
`CCN(CC)Cc1ccccn1` is entered as 0 | 4 | -2 | -5 | 4 | 1 | 11 | 2 | -6 | 6

Following part
no.	structure	ABHD4 inh	rCAG binder	MBD2 DNA inh	PRMT1 inh	GC-B act	LEDGF integ inh	TCR CD3 inh	SIAE primary	TDP2 inh	HTRA1 inh
41	Cc1ccc(C(=O)Cn2cncn2)cc1	0	0	4	-4	-5	2	3	-5	10	-3
42	C[C@H](CO)N1C[C@H](C)[C@H](CN(C)C(=O)Nc2cccc(Oc3ccccn3)c2)OCc2cnnn2CCCC1=O	2	-1	2	-2	5	2	5	6	-10	7
43	CCCNC(=O)c1cc(C2CCCN(C(=O)c3ccccc3)C2)on1 (stereo unspecified)	-3	0	2	7	-11	-2	-7	1	-7	/
44	Cc1ccc(Cl)c2c1NC(=O)C2=O	5	-2	-19	-2	0	1	3	4	7	1
45	Cc1ccc(S(=O)(=O)Nc2ccccc2O)cc1	0	1	4	4	-7	-5	-1	6	-7	/
46	Cc1ccsc1C(=O)N(C)CC(=O)N(CC(C)C)c1c(N)n(CC(C)C)c(=O)[nH]c1=O	-2	0	2	0	0	-7	-3	4	2	4
47	NS(=O)(=O)c1ccc(NC(=S)N2CCN(Cc3ccc4c(c3)OCO4)CC2)cc1	-1	6	0	16	-1	-3	3	-3	-5	0
48	Cc1cccc2c1ncc1c(=O)n(-c3ccccc3)[nH]c12	1	7	-5	1	-7	0	-2	-2	2	5
49	Cc1cccc(NC(=O)C2=C(O)c3ccccc3N(C)S2(=O)=O)c1	-1	2	2	16	6	3	-9	2	-3	-3
50	Cc1ccccc1C(=O)Nc1ccc(N(C)C)c2ccccc12	-3	0	-4	6	2	2	-2	5	-6	5
51	COc1ccc(OC)c(C2C(C(=O)O)c3ccccc3C(=O)N2C)c1 (stereo unspecified)	3	-1	2	-2	5	2	-4	-1	12	0
52	COc1ccccc1NC(=O)COC(=O)C1CCN(/C=C/C(=O)C(F)(F)F)CC1	-1	-6	1	-2	-2	-2	-9	-4	0	-1

Reprinted at random: 3 records from the list
no.	structure	ABHD4 inh	rCAG binder	MBD2 DNA inh	PRMT1 inh	GC-B act	LEDGF integ inh	TCR CD3 inh	SIAE primary	TDP2 inh	HTRA1 inh
48	Cc1cccc2c1ncc1c(=O)n(-c3ccccc3)[nH]c12	1	7	-5	1	-7	0	-2	-2	2	5
41	Cc1ccc(C(=O)Cn2cncn2)cc1	0	0	4	-4	-5	2	3	-5	10	-3
46	Cc1ccsc1C(=O)N(C)CC(=O)N(CC(C)C)c1c(N)n(CC(C)C)c(=O)[nH]c1=O	-2	0	2	0	0	-7	-3	4	2	4
